Dicer inh = inhibitors of human Dicer processing of pre-microRNA | Q9UPY3 | cat-ELCCA pre-miR-21 Dicer processing, chemiluminescence; active compounds read high | z-score at 25 µM | 47,000 tested, 6% active; in the data active = z-score above about 3, passing the limit was not always enough;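 also: plate controls were vehicle for no effect and no enzyme for full effect; higher signal means more uncleaved substrate so more Dicer inhibition; strong numbers were not always called active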
Target sequence (Q9UPY3 whole entry, looked up): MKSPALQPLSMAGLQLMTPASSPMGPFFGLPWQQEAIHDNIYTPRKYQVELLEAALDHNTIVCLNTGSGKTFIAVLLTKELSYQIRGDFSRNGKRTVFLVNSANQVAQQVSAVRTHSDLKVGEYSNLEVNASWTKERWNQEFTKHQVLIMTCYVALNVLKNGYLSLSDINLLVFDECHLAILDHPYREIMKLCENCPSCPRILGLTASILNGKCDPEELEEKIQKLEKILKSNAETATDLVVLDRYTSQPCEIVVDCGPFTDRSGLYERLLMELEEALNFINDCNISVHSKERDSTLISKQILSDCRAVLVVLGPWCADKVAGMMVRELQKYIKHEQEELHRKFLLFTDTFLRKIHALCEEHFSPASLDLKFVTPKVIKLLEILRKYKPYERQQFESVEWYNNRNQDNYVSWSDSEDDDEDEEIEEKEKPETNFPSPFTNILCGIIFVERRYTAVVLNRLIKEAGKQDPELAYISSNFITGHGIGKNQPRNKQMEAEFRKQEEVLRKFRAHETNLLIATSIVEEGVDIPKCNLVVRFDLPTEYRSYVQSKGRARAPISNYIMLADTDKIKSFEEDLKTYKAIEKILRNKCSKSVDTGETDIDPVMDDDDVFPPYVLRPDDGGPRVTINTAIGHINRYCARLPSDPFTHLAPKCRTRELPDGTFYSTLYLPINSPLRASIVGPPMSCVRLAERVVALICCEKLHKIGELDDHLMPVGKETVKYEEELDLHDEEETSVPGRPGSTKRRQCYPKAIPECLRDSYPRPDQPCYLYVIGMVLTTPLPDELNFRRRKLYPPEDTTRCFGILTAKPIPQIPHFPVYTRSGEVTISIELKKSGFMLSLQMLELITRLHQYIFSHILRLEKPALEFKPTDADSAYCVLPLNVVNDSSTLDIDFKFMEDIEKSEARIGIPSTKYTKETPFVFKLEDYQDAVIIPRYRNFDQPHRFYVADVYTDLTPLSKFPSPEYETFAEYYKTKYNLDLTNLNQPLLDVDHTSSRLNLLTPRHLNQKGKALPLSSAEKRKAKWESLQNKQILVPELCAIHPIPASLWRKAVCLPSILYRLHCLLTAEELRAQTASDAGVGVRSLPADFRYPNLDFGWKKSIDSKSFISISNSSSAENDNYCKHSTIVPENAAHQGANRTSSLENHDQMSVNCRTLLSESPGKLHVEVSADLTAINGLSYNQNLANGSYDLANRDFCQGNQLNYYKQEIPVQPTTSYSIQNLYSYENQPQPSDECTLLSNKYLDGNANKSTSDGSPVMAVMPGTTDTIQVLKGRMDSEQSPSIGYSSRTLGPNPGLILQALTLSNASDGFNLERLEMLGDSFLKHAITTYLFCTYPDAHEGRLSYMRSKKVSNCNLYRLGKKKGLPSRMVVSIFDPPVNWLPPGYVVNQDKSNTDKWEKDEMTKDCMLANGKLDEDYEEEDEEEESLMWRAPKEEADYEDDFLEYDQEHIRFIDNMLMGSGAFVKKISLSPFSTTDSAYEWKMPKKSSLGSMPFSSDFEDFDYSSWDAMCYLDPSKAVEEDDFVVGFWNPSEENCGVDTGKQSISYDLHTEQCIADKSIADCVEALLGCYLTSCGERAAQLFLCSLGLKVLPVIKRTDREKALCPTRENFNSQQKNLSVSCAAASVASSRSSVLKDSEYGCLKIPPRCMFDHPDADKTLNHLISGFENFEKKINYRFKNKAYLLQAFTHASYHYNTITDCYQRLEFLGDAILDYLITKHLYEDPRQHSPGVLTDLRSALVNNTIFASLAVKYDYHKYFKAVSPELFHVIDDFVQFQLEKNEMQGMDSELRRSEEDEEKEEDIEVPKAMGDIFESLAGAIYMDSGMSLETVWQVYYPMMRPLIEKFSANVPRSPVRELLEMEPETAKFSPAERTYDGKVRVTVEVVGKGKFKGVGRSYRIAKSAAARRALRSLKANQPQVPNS
* hit, by the source's call.

SMILES	Dicer inh
CCCCCCn1cnc2c(sc3nc4c(cc32)COC(C)(C)C4)c1=O	-1.5
Cc1c(Cl)cccc1NC(=S)NC(=O)c1ccccc1	-1.7
O=C(NC(Cc1ccccc1)C(=O)O)OCC1c2ccccc2-c2ccccc21 (stereo not drawn)	0.98
Cc1nc(/N=C/N(C)C)c(Br)cc1Br	-0.14
COc1ccc(Nc2nc(-c3ccccn3)cs2)cc1	6.4*
Cc1ccc(/C=C2/N=C(c3ccccc3)NNC2=O)cc1	-1.7
CCOc1cc(C(F)(F)F)c(C(=O)N(C)Cc2ccc(Cl)cc2)cn1	0.46
Cc1cc(C)n(S(=O)(=O)c2ccc(-c3ccccn3)s2)n1	-1.2
COc1ccc(-c2csc(-c3cccnc3)n2)cc1	0.9
COc1cccc(F)c1C(=O)NC(=O)Nc1ccc2nc(C)oc2c1	-3.6
CC1(C)Cc2ccccc2C(C(=O)c2ccccc2)=N1	2.1
Cc1cccc(NC(=O)C2CC(=O)N(c3ccc(Br)cc3)C2)n1 (stereo not drawn)	1.5
Cn1c(=O)c2[nH]c(N3CCC(C(=O)O)CC3)nc2n(C)c1=O	1.6
COc1ccc(N2C(=O)CC(Nc3ccc(N4CCOCC4)cc3)C2=O)cc1 (stereo not drawn)	-0.18
COc1ccc(NC(C)=O)c(N=Cc2cc(OC)c(OC)c(OC)c2)c1	-1.7
CCOc1nc(-c2ccc(C)cc2)ccc1-c1noc(C)n1	0.71
Cc1ccc(S(=O)(=O)Nc2ccnn2C)cc1	-1.1
COCCNC(=O)C(=O)NCC1CCCO1 (stereo not drawn)	2
COc1ccc(CN2CN=C(Nc3nc(C)c4cc(C)c(C)cc4n3)NC2)cc1	2
Oc1ccccc1-c1cc(C(F)(F)F)nc(-c2ccccc2)n1	2.4
O=C(CSc1ccccn1)Nc1c(C(=O)C2CC2)oc2ccccc12	1.4
C[C@@H]1Sc2ccc(C(F)(F)F)cc2NC1=O	2.5
Cn1c(CSc2ccnc3cc(Cl)ccc23)nnc1SCC(=O)N1CCN(c2ccccc2)CC1	1.1
NS(=O)(=O)c1ccc(CNC(=O)c2ccccc2)s1	1
Cc1ccc(C(C)NC(=O)C(C)(C)C)c(C)c1 (stereo not drawn)	0.61
CCOC(=O)C1CN(C2CCCCC2)C(=O)C1=O (stereo not drawn)	5.1*
CCc1ccc(C)nc1NC(=O)c1snnc1C	0.19
CCCOC(=O)C1=C(C)NC2=C(C(=O)CC(c3ccc(OC)cc3)C2)C1c1ccc(OC)cc1OC (stereo not drawn)	-0.76
Cc1nnsc1-c1nc(-c2ccc(Cl)s2)cs1	0.99
O=C(CCSc1nc2ccccc2s1)Nc1ccc(Br)cc1	-0.61
O=S(=O)(CCSc1ncccn1)c1ccc(F)cc1	3*
CC(C)(C)NC1C=C(c2ccccc2)Sc2nc(-c3ccccc3)cn21 (stereo not drawn)	0.61
CC(C)(C)CC(C)(C)N1CNC(=S)NC1	0.09
Cc1onc(-c2ccccc2)c1C(=O)NNC(=O)c1nc(-c2cccs2)no1	-1.3
CN(C)c1cc(C(F)(F)F)nc2c(Br)c(C(C)(C)C)nn12	-1.7
CC(C)(C)c1cc(-c2csc(CC#N)n2)cc(C(C)(C)C)c1O	1.9
c1ccc2c(c1)[nH]c1nc(SCCCN3CCOCC3)nnc12	-0.51
O=C(NC(=O)c1ccccc1Cl)Nc1ccc(S(=O)(=O)Cc2ccc(Cl)cc2)c(C(F)(F)F)c1	0.84
O=C(Nc1cccc(Cl)c1)O/N=C1\CC(c2ccccc2)Oc2ccccc21 (stereo not drawn)	-0.91
COC(=O)c1cc(OC)c(OC)cc1NC(=O)N1c2ccccc2Sc2ccccc21	1.2
CCC(=O)[C@@]1(C)[C@H](C)C[C@H]2[C@@H]3CCC4=CC(=O)C=C[C@]4(C)[C@H]3[C@@H](O)C[C@@]21C	0.09
COc1cc(-c2nn3cc(-c4ccccc4)nc3s2)cc(OC)c1OC	2
CCN(CC)C(=O)Cn1cnc2sc(C(=O)N3CCN(c4ccc(F)cc4)CC3)c(C)c2c1=O	-0.27
CCCCNC(=O)O/N=C(\N)Cc1cccs1	0.45
CC(=O)c1nnn(-c2ccc(Cl)cc2C#N)c1C	2.2
Cc1cc([N+](=O)[O-])nn1CC(=O)O	-0.25
OC(CN1CCN(C(c2ccccc2)c2ccccc2)CC1)Oc1ccc(Cl)c(Cl)c1 (stereo not drawn)	-0.77
N#CCCOCC1CCN(Cc2ccccc2)CC1	0.38
CC(=O)OCC1=C(C(=O)O)N2C(=O)[C@@H](NC(=O)Cc3cccs3)[C@H]2SC1	2.6
CCOC(=O)CSc1nc2ccc(C(F)(F)F)cc2[nH]1	-0.36
Cn1c(OCc2ccc3c(c2)OCO3)nc2c1c(=O)n(Cc1ccc(F)cc1)c(=O)n2C	-1.1
CCCc1cc(=O)n2[nH]c(C)nc2n1	-1.9
COc1ccccc1Cn1c(=O)sc2ccccc21	0.7
CCNc1nc(NCC)nc(OCCNS(=O)(=O)c2cc(C)ccc2C)n1	0.61
Cn1c(=O)c2c(nc(CN3CCCCC3)n2CCN2CCOCC2)n(C)c1=O	-2.2
CCCCn1c(SCC(=O)OC)nc2sc3c(c2c1=O)CCC3	4.3*
N#C/C(=C1/SC=C(c2ccc(Cl)cc2)N1c1ccccc1)c1nc2ccccc2[nH]1	8.7
COc1ccc(C2NC(=O)C(=O)/C2=C(\O)c2ccc(Cl)cc2)cc1 (stereo not drawn)	-1.7
Cc1nc2n(c(=O)c1CCN1CCC(c3noc4cc(F)ccc34)CC1)CCCC2O (stereo not drawn)	-1.2
C=CCOc1ccc2c(=O)cc(C(=O)OCC)oc2c1CCC	-0.72
(cont.)
SMILES	Dicer inh
CCCCN1CN(CCc2ccccc2)CC2=C1CC(C)(C)CC2=O	-1.5
Cc1ccc(S(=O)(=O)N(c2cccc(Cl)c2)c2nc3ccccc3s2)cc1	-0.65
Clc1ccc(/C=N/Nc2nc3c(Cl)cc(Cl)cc3s2)cc1	-0.37
Cn1cc([N+](=O)[O-])c(C(=O)Nc2nc(-c3ccc(Cl)cc3)cs2)n1	1.3
O=C(CSC1=NNC(c2ccccn2)S1)c1ccc(Cl)cc1 (stereo not drawn)	-0.21
NC(=O)c1cnn2c1NCC=C2c1cccc(C(F)(F)F)c1	-1
Cc1nc(C)c(-c2ccn(C(=O)Nc3ccc(Cl)cc3)n2)s1	0.95
COc1cc(OC)c(/C=C2\N=C(c3ccccc3)OC2=O)c(OC)c1	-1.7
COc1ccc2c(c1)CCC1C2CCC2(C)C(O)CCC12 (stereo not drawn)	-0.58
O=C(Nc1cnc2sccn2c1=O)c1ccc(Cl)cc1	-0.16
Cc1oc(C(C)(C)C)cc1C(=O)Nc1ccc(N2CCOCC2)cc1	2.7
CC1CC2C3CCC4=CC(=O)C=C[C@]4(C)[C@@]3(F)[C@@H](O)C[C@]2(C)[C@@]1(O)C(=O)CO (stereo partly drawn)	-0.11
COc1ccc(-c2[nH]ncc2CN2CCC(O)(c3ccc(Cl)cc3)CC2)cc1	0.38
NC(=O)c1c(SCc2ccccc2)sc(C(=O)c2ccccc2)c1N	16
CCOC(=O)C1=C(C)Nc2nc3ccccc3n2C1c1ccc(O)cc1 (stereo not drawn)	-0.38

Given as a markdown table: entries from further up
| mol | Dicer inh |
| --- | --- |
| Cc1nc(/N=C/N(C)C)c(Br)cc1Br | -0.14 |
| O=C(NC(=O)c1ccccc1Cl)Nc1ccc(S(=O)(=O)Cc2ccc(Cl)cc2)c(C(F)(F)F)c1 | 0.84 |
| C=CCOc1ccc2c(=O)cc(C(=O)OCC)oc2c1CCC | -0.72 |
| CN(C)c1cc(C(F)(F)F)nc2c(Br)c(C(C)(C)C)nn12 | -1.7 |

Continued.
SMILES	Dicer inh
N=C(N)SCCc1cnc[nH]1	0.64
Cc1cn2c3ccccc3n(CCN3CCCC3)c2n1	0.49
CSc1nn(-c2ccccc2)cc1/C(N)=N/OC(=O)Nc1cccc(Cl)c1	-0.04
CCOC(=O)CSc1nnc(Cc2ccc(Cl)cc2)c(=O)[nH]1	-1.6
COC(C)(OC)c1ccc(C#N)c(=S)[nH]1	2.9
NC(=O)c1c(NC(=O)c2csc3c2CCCC3)sc2c1CCCC2	0.3
N=S(=O)(O)Cc1noc2ccccc12	-0.05
C=CCNc1nc(SCc2ccc(Cl)cc2)nc2sc3c(c12)CCCC3	-3.6
O=c1ccc([N+](=O)[O-])ccc1Nc1ccccn1	-0.11
Cn1c(=O)c2c(ncn2CC(=O)Nc2ccc(F)cc2F)n(C)c1=O	0.42
O=c1sn(-c2ccc(F)c(Cl)c2)c(=O)n1C1Cc2ccccc2C1	0.96
Cc1cc(C)c2c(=O)cc(C(F)(F)F)oc2n1	0.65
CCOC(=O)c1c([N+](=O)[O-])c(C)[nH]c(=O)c1C#N	-2.3
FC(F)(F)c1cccc(-c2nnc(SCc3ccc(Cl)cc3)o2)n1	-0.6
FC(F)(F)c1ccnc(N2CCN(C(=S)Nc3ccccc3N3CCOCC3)CC2)n1	-0.38
Cc1cc(/C=C2\N=COC2=O)ccc1C(F)(F)F	4.1*
Cc1cc(-c2nn(C)c(=O)c3ccccc23)cc(C)c1OCC(=O)NNC(=O)Nc1ccccc1	-0.16
O=C(Nc1cc(Cl)cc(Cl)c1)Nc1cc(-c2cccs2)[nH]n1	-3.4
CCOC(=O)C1C(=O)NC(N2CCCCC2)=NC1c1ccco1 (stereo not drawn)	-1.3
COc1ccc2c(c1)c(C(=O)OCCN(C)C)c(C)n2C	-0.54
C=CCn1c(SCC(=O)NCCN2CCOCC2)nc2sc3c(c2c1=O)CCCC3	-0.32
Cn1c(O)c(C=Nc2ccc(Cl)cc2Cl)c(=O)n(C)c1=O	-0.57
Clc1ccc(OCc2nc(-c3cccs3)no2)cc1	1.3
O=S(=O)(c1cc(Br)c(Br)s1)N1CCCCC1	0.86
Cc1ccc(F)cc1S(=O)(=O)Nc1ccc2c(c1)OCC1CCCN21 (stereo not drawn)	6.5*
COC(=O)c1sccc1S(=O)(=O)Nc1ccc(F)cc1	5.7
O=C(c1cnc2cc(-c3ccc(Cl)cc3)nn2c1)c1ccccc1O	-0.69
Cc1cc(=O)oc2c1c(C)nn2-c1ccccc1	-0.2
Nc1ccn([C@@H]2CS[C@H](CO)O2)c(=O)n1	1.3
S=C(NCc1ccco1)NCC1CC(c2ccccc2)=NO1 (stereo not drawn)	-1.3
Cc1nc(Nc2nc(-c3ccccc3)cc(=O)[nH]2)nc2c(C)cccc12	-0.41
CCOC(=O)c1cnn2c1nc(Nc1cc(C)ccc1OC)c1ccccc12	0.3
CCCCCCSc1n[nH]c(=S)s1	-0.86
O=[N+]([O-])c1ccc(OCC2CC(c3ccc(Cl)cc3Cl)=NO2)cc1 (stereo not drawn)	-0.4
O=C1C(=O)N(c2ccc(O)cc2)C(c2ccccc2F)/C1=C(/O)c1ccccc1 (stereo not drawn)	-1.5
O=C1CCC(c2cccs2)=NN1CO	1.4
CC(=O)Nc1nc2ccc(NC(=O)c3sc4ccccc4c3Cl)cc2s1	0.3
COC(=O)c1ccc(C2C3=C(Nc4c2c(=O)[nH]c(=O)n4C)c2ccccc2C3=O)cc1 (stereo not drawn)	-0.9
O=S(=O)(NCC(O)c1ccccc1)c1ccccc1 (stereo not drawn)	0.37
Cc1cccc(OCc2nc(-c3ccncc3)no2)c1C	0.45
Cc1c2c(=O)n(-c3nc4ccccc4s3)nc-2cc(O)n1Cc1ccccc1	0.33
CCC(=O)Nc1cnc(OC)c(C(F)(F)F)c1	-2
CCOC(=O)N/N=C(\CC)c1ccc(-c2ccccc2F)cc1	-1
CCOC(=O)C1C2C=CC3(CN(c4ccc(Cl)c(F)c4)C(=O)C13)O2 (stereo not drawn)	-0.1
CCNC(=O)[C@H]1O[C@@H](n2cnc3c(N)nc(NCCc4ccc(CCC(=O)O)cc4)nc32)C(O)[C@H]1O (stereo partly drawn)	0.33
OC1CCN(c2nccc(C(F)(F)F)n2)CC1	-0.79
CCOC(=O)/C(C#N)=C/c1ccc(C(F)(F)F)cc1	0.51
Cn1c(OCc2ccc3c(c2)OCO3)nc2c1c(=O)n(Cc1ccccc1F)c(=O)n2C	0.69
CCOC(=O)c1c(NC(=O)C2Cc3ccc(C)cc3C(=O)O2)sc(C)c1C (stereo not drawn)	-1.2
C=CCOC(=O)C1=C(C)NC2=C(C(=O)CCC2)C1c1ccc(OC)c(OC)c1 (stereo not drawn)	-1
O=C1NC(=O)C(CC(=O)c2ccccc2)S1 (stereo not drawn)	-0.32
COCCOC(=O)C1=C(C)NC2=C(C(=O)CCC2)C1c1ccccc1OC(C)C (stereo not drawn)	-0.24
N#CC1=C(SCc2ccccc2)SC(c2ccc(O)c(O)c2)NC1=O (stereo not drawn)	0.3
CC(C)(C)NS(=O)(=O)c1cccc2c(N)cccc12	-2.2
N#CC1=C(SCC(=O)Nc2ccc(F)cc2)NC(=O)CC1c1ccco1 (stereo not drawn)	-0.39
COC(=O)c1scc2c(N3CCCCC3)cc(C(F)(F)F)nc12	0.27
Nc1ccc(-c2nc3cc4sc(-c5ccc(N)cc5)nc4cc3s2)cc1	-2.1

Of the compounds above, these contain an NH in an aromatic ring:
SMILES	Dicer inh
Cn1c(=O)c2[nH]c(N3CCC(C(=O)O)CC3)nc2n(C)c1=O	1.6
c1ccc2c(c1)[nH]c1nc(SCCCN3CCOCC3)nnc12	-0.51
CCOC(=O)CSc1nc2ccc(C(F)(F)F)cc2[nH]1	-0.36
CCCc1cc(=O)n2[nH]c(C)nc2n1	-1.9
N#C/C(=C1/SC=C(c2ccc(Cl)cc2)N1c1ccccc1)c1nc2ccccc2[nH]1	8.7
COc1ccc(-c2[nH]ncc2CN2CCC(O)(c3ccc(Cl)cc3)CC2)cc1	0.38
N=C(N)SCCc1cnc[nH]1	0.64
CCOC(=O)CSc1nnc(Cc2ccc(Cl)cc2)c(=O)[nH]1	-1.6
COC(C)(OC)c1ccc(C#N)c(=S)[nH]1	2.9
CCOC(=O)c1c([N+](=O)[O-])c(C)[nH]c(=O)c1C#N	-2.3
O=C(Nc1cc(Cl)cc(Cl)c1)Nc1cc(-c2cccs2)[nH]n1	-3.4
Cc1nc(Nc2nc(-c3ccccc3)cc(=O)[nH]2)nc2c(C)cccc12	-0.41
CCCCCCSc1n[nH]c(=S)s1	-0.86
COC(=O)c1ccc(C2C3=C(Nc4c2c(=O)[nH]c(=O)n4C)c2ccccc2C3=O)cc1 (stereo not drawn)	-0.9

Compound activity from PubChem BioAssay.

An excerpt; rates above refer to the full screens.
